GAA850 FXN act: FXN promoter activators, primary screen, cell-based, luciferase luminescence, HEK293 lucGAA850; HEK293 lucGAA850 FXN promoter luciferase reporter, 24 h; percent of 10 µM SAHA response; activation, % at 6 µM; actives 0.56% (n = 360,000); AID 540364, 2011;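 active means activation above the average of all compounds screened plus 3 SD, cutoff fixed separately per campaign, cut at about 7.5% in these data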;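 further: 0% = DMSO wells and 100% = 10 µM SAHA wells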
SMARCA2 act: SMARCA2 (BRM) function activators, primary screen, cell-based, luminescence, high throughput. MG213 cells, MMTV-luciferase reporter, dexamethasone, overnight. activation, % at 9.1 µM. actives 1% (n = 370,000); in the data active means activation above about 7.8%;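 further: 0% = vehicle wells and 100% = reference activator wells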
hgDAF12 agonist: H. glycines DAF-12 receptor agonists, primary screen, cell-based, luminescence, HEK293, GAL4 fusion, UAS-luciferase; actives 1.8% (n = 370,000); Nuclear hormone receptor DAF-12 (Heterodera glycines), GAL4 fusion; HEK293 GAL4-hgDAF12 UAS-luciferase reporter, agonist luminescence; normalized to butyrate control; activation, % at 6.8 µM;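 active means activation above a cutoff set at the mean of all screened compounds plus 3 SD, cut at about 10% in these data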;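 further: 0% = DMSO wells and 100% = sodium butyrate wells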
proKLK7 act: proKLK7 zymogen activators, primary screen, biochemical, fluorescence intensity; Kallikrein-7 (Homo sapiens), P49862; AID 652039, 2013; actives 0.9% (n = 370,000); activation, % at 7 µM; purified proKLK7, EDANS-DABCYL substrate fluorescence; 100% is mature enzyme control, 0% vehicle;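 active means activation above the mean of all tested compounds plus 3 SD, computed per campaign excluding outliers beyond control limits, cut at about 13% in these data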
ssDAF12 agonist: S. stercoralis DAF-12 nuclear receptor activators, primary screen, cell-based, luminescence, HEK293, GRIP1 co-expression, lit1-tk-luc; Nuclear hormone receptor DAF-12 (Strongyloides stercoralis); actives 1% (n = 370,000); HEK293 ssDAF-12/GRIP1 lit1-tk-luc reporter; % of 3 µM dafachronic acid response; activation, % at 6.8 µM;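 active means activation above the mean over all tested compounds plus 3 SD, cut at about 0.9% in these data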;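 further: 0% = DMSO-only wells and 100% = 3 µM delta7-dafachronic acid wells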
HGIII-sPLA2 inh: human group III sPLA2 inhibitors, primary screen, biochemical, QFRET, BODIPY PC-A2 liposome substrate; QFRET BODIPY PC-A2 liposome hydrolysis, fluorescence; inhibition, % at 12.2 µM; actives 0.56% (n = 370,000); AID 743126, 2013; Group 3 secretory phospholipase A2 (Homo sapiens), Q9NZ20;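 active means inhibition above mean plus 3 SD of compounds lying within the high and low control bounds, cut at about 19% in these data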;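 further: 0% = median of test compound wells and 100% = no enzyme DMSO wells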
DAX1 inh-1: DAX1 (NR0B1) inhibitors, primary screen, cell-based, HEK293, Gal4-DAX1, luciferase luminescence | Nuclear receptor subfamily 0 group B member 1 (Homo sapiens), P51843 | HEK293 Gal4-DAX1 luciferase reporter | actives 0.99% (n = 340,000) | inhibition, % at 6.75 µM | AID 504766, 2011;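 active means inhibition above the mean over all tested compounds plus 3 SD, cut at about 4.2% in these data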;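 further: 0% = DAX1-transfected cells with DMSO and 100% = empty-vector control cells with DMSO; inhibition shows as a rise in luminescence from relieved DAX1 repression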
hcDAF12 agonist: H. contortus DAF-12 nuclear receptor activators, primary screen, cell-based, luminescence, HEK293, lit1-tk-luc reporter; HEK293 hcDAF-12 lit1-tk-luc reporter; 0% DMSO, 100% Δ7-dafachronic acid; activation, % at 6.8 µM; actives 1.4% (n = 370,000);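 active means activation above the mean of all tested compounds plus 3 SD, cut at about 5.5% in these data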;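 further: 100% = response to 3 µM Δ7-dafachronic acid high control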
NPR2 activator: human GC-B receptor activators, primary screen, HEK293 GC-B cells, cGMP TR-FRET, EC30 CNP | Atrial natriuretic peptide receptor 2 (Homo sapiens), P20594 | AID 1920062, 2024 | activation, % at 10 µM | 0% at EC30 CNP, 100% saturating CNP | actives 0.11% (n = 370,000);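 active means activation at 10 µM reaching about 35% in either raw or pattern-adjusted values, limit read from the data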
Target sequence (P20594 whole entry, looked up): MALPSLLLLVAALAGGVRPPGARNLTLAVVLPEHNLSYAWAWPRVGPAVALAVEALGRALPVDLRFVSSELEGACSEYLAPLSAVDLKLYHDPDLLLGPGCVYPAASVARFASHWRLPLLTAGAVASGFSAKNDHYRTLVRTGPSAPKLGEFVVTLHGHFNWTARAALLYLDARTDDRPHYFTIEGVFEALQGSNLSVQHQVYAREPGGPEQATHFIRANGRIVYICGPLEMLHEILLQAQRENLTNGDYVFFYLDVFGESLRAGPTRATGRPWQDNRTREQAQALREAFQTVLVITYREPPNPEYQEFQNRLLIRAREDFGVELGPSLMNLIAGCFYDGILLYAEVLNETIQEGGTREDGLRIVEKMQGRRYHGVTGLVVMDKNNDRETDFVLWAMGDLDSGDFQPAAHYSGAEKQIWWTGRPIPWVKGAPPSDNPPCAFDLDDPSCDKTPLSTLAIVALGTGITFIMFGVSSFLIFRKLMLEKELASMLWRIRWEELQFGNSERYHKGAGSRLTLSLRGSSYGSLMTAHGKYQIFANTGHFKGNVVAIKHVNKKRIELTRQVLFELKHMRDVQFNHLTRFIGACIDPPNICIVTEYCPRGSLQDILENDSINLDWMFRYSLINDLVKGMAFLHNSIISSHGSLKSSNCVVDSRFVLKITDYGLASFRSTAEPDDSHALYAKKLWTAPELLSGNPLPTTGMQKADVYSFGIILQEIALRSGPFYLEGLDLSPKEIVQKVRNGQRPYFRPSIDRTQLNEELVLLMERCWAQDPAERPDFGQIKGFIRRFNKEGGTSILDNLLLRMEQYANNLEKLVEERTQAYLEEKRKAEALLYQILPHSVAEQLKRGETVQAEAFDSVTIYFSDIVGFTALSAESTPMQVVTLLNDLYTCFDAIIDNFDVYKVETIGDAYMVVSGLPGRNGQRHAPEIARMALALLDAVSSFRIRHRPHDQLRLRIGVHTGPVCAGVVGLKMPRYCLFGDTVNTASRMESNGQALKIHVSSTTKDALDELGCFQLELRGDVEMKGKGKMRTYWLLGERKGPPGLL
NPR1 activator: GC-A stimulated cGMP production enhancers – HEK293 GC-A cells, cGMP TR-FRET, EC30 ANP, primary screen | activation, % at 10 µM | actives 0.14% (n = 370,000) | Atrial natriuretic peptide receptor 1 (Homo sapiens), P16066 | 0% at EC30 ANP, 100% saturating ANP; in the data active means activation above about 40%
DAX1 inh-2: DAX1 (NR0B1) inhibitors on StAR promoter, primary screen, cell-based, luminescence, SF-1 (NR5A1), full-length DAX-1; HEK293T StAR-luciferase reporter, SF-1/DAX-1 repression relief; inhibition, % at 6.8 µM; actives 1.1% (n = 370,000); AID 652010, 2013;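 active means inhibition above the mean over all tested compounds plus 3 SD, cut at about 3.6% in these data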;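 further: 0% = DAX-1 cells with DMSO and 100% = cells lacking DAX-1 with DMSO; higher inhibition means more luminescence from relief of DAX-1 repression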
* marks the source's active call; other numbers are inactive results; . = not tested or not shown. Outcome played no part in choosing rows; any-hit rate near 6.7%.

Compound	GAA850 FXN act	SMARCA2 act	hgDAF12 agonist	proKLK7 act	ssDAF12 agonist	HGIII-sPLA2 inh	DAX1 inh-1	hcDAF12 agonist	NPR2 activator	NPR1 activator	DAX1 inh-2
COc1cc(OC)c(C2=NOC(C(=O)N3CCc4ccccc4C3)C2)cc1Cl (stereo unspecified)	0.1	1	14*	-0.1	-1.1	2	0.4	-1.1	-5	-4	0.5
O=C(Nc1cccc([N+](=O)[O-])c1)C1COc2ccccc2O1 (stereo unspecified)	0.7	-3	0.6	-0.8	-1.2	12	1.7	0.7	6	1	0.2
COCCn1c(C)cc(C(=O)CSc2nc(C)cc(C)c2C#N)c1C	-1.4	-9	-2.9	2.7	-1.1	-2	-0.9	-2.5	-1	-2	-0.4
COC(=O)Cn1c(=O)c2c(n(Cc3ccccc3)c1=O)N/C(=C/c1ccc(OC)cc1)C2=O	2.1	-1	0.9	-0.4	-1.9	-34	0.1	-1.7	-4	6	-0.2
COc1ccc(OC)c(S(=O)(=O)N2CCCC(C(=O)NC3CC3)C2)c1 (stereo unspecified)	1.7	1	-1.7	0.1	-1.2	-3	0.5	0.0	-6	2	-1.2
COc1ccc(NC(=O)C=C(C)C)cc1Cl	7.1	5	10	0.4	-0.6	0	0.6	3.1	0	7	4.2*
COc1cccc(C2C3=C(CC(C)(C)CC3=O)Nc3cc(OC)c(OC)cc32)c1 (stereo unspecified)	4.7	-3	0.0	0.2	-2.0	0	0.3	0.3	-12	-29	-0.1
CCC(=O)c1cc2c(C)cc(=O)oc2c(C)c1OC(=O)C(C)C	2.8	3	1.9	139*	-1.2	-2	0.0	-1.7	1	0	0.0
CN(C)c1ccc(CNC(=O)CCc2ccc(S(=O)(=O)N3CCCCCC3)cc2)cc1	-1.4	-2	0.8	0.2	-1.1	13	-0.4	-0.3	6	1	-0.4
COc1ccc(S(=O)(=O)N(C)C[C@H]2OCCCC[C@@H](C)Oc3ccc(N(C)C)cc3C(=O)N([C@H](C)CO)C[C@@H]2C)cc1	-1.6	-4	1.2	0.8	-0.6	2	0.3	-0.8	-4	-1	0.2
CCCOc1ccc(C(=O)c2ccccc2C(=O)OC2CCOC2=O)cc1OCCC (stereo unspecified)	-0.9	-1	-1.7	-0.1	-1.1	5	0.4	-0.8	-2	8	0.1
Cc1cc(=O)oc2c(C)c(OC(C)C(=O)NCCCn3ccnc3)ccc12 (stereo unspecified)	1.0	-1	1.4	-0.6	-0.6	-4	0.4	-1.2	-2	-2	0.1
CC/C(=C(/CC)c1ccc(O)cc1)c1ccc(O)cc1	4.2	-2	1.5	0.7	-1.5	-82	-0.4	-1.5	10	12	-0.1
CCOC(=O)Cc1cc(C)[nH]c1C(=O)OCC	0.3	-5	-1.5	-0.1	-1.0	0	3.0	1.8	-5	-4	-0.2
Cc1cccc(NC(=O)c2cc(S(=O)(=O)N3CCc4ccccc43)cn2C)c1	1.8	-4	-1.5	-0.5	-0.9	7	-1.2	1.0	-23	-29	1.1
CN(C)/C=C1/Oc2c(ccc3ccccc23)C1=O	0.9	1	1.6	-1.8	-1.3	-34	0.4	-0.1	-2	0	-0.9
COc1ccc(OC)c(-n2c(C)nc3cc(C(=O)O)ccc32)c1	0.6	-1	-2.0	1.0	-1.5	9	0.0	-1.4	5	1	-0.3
NC(=O)CSc1nnc(-c2ccc(O)cc2)n1Cc1ccco1	0.9	-1	0.5	0.3	-1.0	1	9.2*	-0.2	0	-4	0.1
Cc1ccc(S(=O)(=O)N2CCOCC2)cc1NC(=O)CSc1ncccn1	1.8	-2	0.9	-0.6	-1.0	16	-0.6	-0.6	2	4	0.6
Cc1cc(C)n2nc(C(=O)Nc3ccc(S(=O)(=O)N(C)C)cc3)nc2n1	1.3	-1	-1.1	0.0	-2.2	-1	0.7	-2.0	-2	3	-0.5
CO/N=C/C(c1ccc(Cl)nc1)S(=O)(=O)c1ccccc1 (stereo unspecified)	0.4	0	0.1	-1.0	-0.9	1	-1.5	-0.7	5	1	-0.3
Oc1ccc2ccccc2c1/C=N/n1cnnc1	4.1	-4	-0.4	-0.5	-1.0	7	-0.6	2.5	-1	-2	0.0
COc1ccc(Br)cc1CN(C)CC(=O)NCCc1ccc(S(N)(=O)=O)cc1	-1.4	-1	-2.4	0.7	-1.5	2	0.5	-1.8	-6	-6	-0.5
CN(Cc1cccs1)C(=O)c1cc(S(=O)(=O)N2CCOCC2)ccc1F	0.2	-2	-3.0	0.1	-1.2	1	-0.1	-0.6	-2	5	-0.8
COc1ccc(NC2=NCC(Cc3ccc(Br)cc3)S2)cc1 (stereo unspecified)	2.4	-2	-1.8	0.5	-1.6	-2	-1.2	-3.3	-19	-33	-0.7
COc1cccc(-c2sc3ccc(OC)cc3c2-c2ccc(OCCN3CCOCC3)cc2)c1	0.4	-1	-0.9	-2.3	-1.2	-15	0.1	0.2	-11	0	-0.4
O=C(Nc1ccccc1C(=O)NCCCN1CCOCC1)c1ccccc1	-0.8	-3	0.6	-0.1	-1.0	10	0.1	-1.2	1	0	-1.2
CCOc1ccc(C(O)(CCC(C)C)C(CN2CCOCC2)c2ccccc2)cc1 (stereo unspecified)	3.5	-4	-0.2	-0.6	-1.4	-3	-1.2	-1.7	-8	-32	0.0
NC(=O)c1ncn([C@@H]2O[C@H](C(=O)N[C@H](Cc3c[nH]c4ccccc34)C(=O)N3CCN(C(=O)C4CC4)CC3)[C@@H](O)[C@H]2O)n1	.	-4	1.2	0.6	-0.4	7	.	-0.9	2	0	0.2
O=C(NC1CCN(S(=O)(=O)c2ccc(Cl)cc2)CC1)C1CCCCC1	0.2	1	-2.5	0.3	-1.4	5	-0.9	3.3	0	0	-0.1
COc1ccc(C2SCCN2S(=O)(=O)c2ccc(F)cc2)cc1OC (stereo unspecified)	0.1	-1	1.6	0.5	-1.5	4	-0.5	-1.0	0	5	-0.1
O=C(NCCCO)/C(=C\c1cn(-c2ccccc2)nc1-c1cccnc1)NC(=O)c1ccccc1	0.7	-2	-0.5	0.5	-1.6	-5	0.6	2.5	-8	0	-1.1
Cc1ccc(C2C3=C(CC(C)(C)CC3=O)Nc3[nH]c(=S)[nH]c(=O)c32)cc1 (stereo unspecified)	-0.8	-5	-1.0	2.7	-0.7	9	-1.7	-0.5	-5	-5	0.3
CCOC(=O)c1cnc(SCc2nc(N)nc(Nc3ccccc3OC)n2)nc1N	.	-1	0.6	-0.1	-1.3	5	.	0.4	-3	3	-0.7
COc1ccccc1NC(=O)Cn1c([N+](=O)[O-])cnc1C	0.1	-2	-1.9	-0.2	-1.0	0	-2.0	-2.2	-6	1	-0.2
CCCOc1c(Br)cc(C2C3=C(CCCC3=O)N(C)C3=C2C(=O)CCC3)cc1OC	0.4	-1	-4.4	-0.9	-1.7	-3	0.8	0.7	4	2	-0.9
COc1cccc(C(=O)N2CCN(C(=O)Cc3ccccc3)CC2)c1	0.4	4	-3.5	-0.6	-1.0	3	1.4	-0.7	2	-1	-0.7
CCc1ccc(N(CC)C(=O)c2ccc3c(Cl)c4c(nc3c2)CCC4)cc1	-0.3	-1	-1.9	0.0	-0.6	-12	0.8	-1.2	-13	-27	-0.2
Cc1nc(C)c(-c2ccn(C(=O)NC(C)C)n2)s1	2.8	1	0.7	0.5	-2.0	1	0.6	-3.0	2	0	-0.5
CCOC(=O)CSc1nc(NCc2ccco2)c2ccccc2n1	1.1	1	0.1	0.2	-1.1	-5	-1.3	0.7	-8	-9	0.0
COc1ccc(S(=O)(=O)NCCC(=O)N2CCCC2)cc1N(C)S(C)(=O)=O	0.2	2	0.8	0.2	-1.3	3	-0.7	0.4	-6	0	-0.6
COc1ccc(C(=O)NCCc2ccccc2)cc1[N+](=O)[O-]	-0.2	0	8.4	0.0	-0.6	8	0.1	-0.5	8	1	-0.1
O=[N+]([O-])c1cc(/C=N/N2CCN(C3c4ccccc4-c4ccccc43)CC2)ccc1Cl	1.7	1	1.4	0.2	-0.6	-4	0.3	-1.5	0	0	0.3
Cc1ccc(-n2c(C)cc(C3N=C(N)Nc4nc5ccccc5n43)c2C)c(C)c1 (stereo unspecified)	-3.9	-4	0.9	0.1	-1.4	-8	0.2	-1.9	-5	-4	-0.6
Cc1cccnc1NC(=O)c1c(O)c2ccccc2n(C)c1=O	1.9	1	2.0	-0.9	-0.1	0	-0.2	1.9	3	-1	0.5
CCOC(=O)c1cccc(NC(=O)Nc2ccc(OCC)cc2)c1	-1.4	0	4.6	-0.4	-1.7	-32	-2.8	0.1	-2	-1	0.3
Cc1ccc2c(=O)c(C(=O)NCc3cccs3)c[nH]c2c1	4.6	6	1.8	0.2	-1.5	-8	0.2	0.4	-2	-3	0.1
COc1cc(OC)c(C2CC(=O)N3CN(c4ccc(C)cc4)CSC3=C2C#N)cc1OC (stereo unspecified)	4.0	2	3.0	-0.9	-1.1	-11	2.4	0.4	-7	-1	0.7
Cc1cccc(N(C)c2ccc3cc(S(=O)(=O)N4CCCC4)ccc3n2)c1	1.0	0	-2.0	-0.7	-1.1	0	0.4	-0.4	3	-1	-0.9
CCc1ccccc1NC(=O)CN1CCN(C(=O)c2cccc(-n3cnnn3)c2)CC1	1.2	-3	-0.8	0.3	-1.6	0	0.8	-0.4	0	-3	-0.6
CCCCN1C(=O)C(=O)N(CC(=O)Nc2sc(CC)cc2C(=O)OCC)C1=O	1.6	-1	-1.2	3.9	-1.0	-2	0.2	-0.6	1	-3	-1.2
COc1ccccc1-c1nnc(SC2CCc3ccccc3NC2=O)s1 (stereo unspecified)	0.2	-2	1.3	13*	-1.3	0	0.0	-1.2	4	-10	-0.5

Screens as filed in PubChem BioAssay.
